Screening data deposited in PubChem BioAssay by The Scripps Research Institute Molecular Screening Center.
MITF inh – human MITF inhibition, primary screen. O75030. AlphaScreen MITF homodimerization, bead proximity signal. inhibition, % at 2.6 µM. 650,000 tested, 0.91% active. AID 1259374; in the data active = inhibition above about 50%;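 note: 0% = vehicle wells with protein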
Target sequence (O75030 whole entry, looked up): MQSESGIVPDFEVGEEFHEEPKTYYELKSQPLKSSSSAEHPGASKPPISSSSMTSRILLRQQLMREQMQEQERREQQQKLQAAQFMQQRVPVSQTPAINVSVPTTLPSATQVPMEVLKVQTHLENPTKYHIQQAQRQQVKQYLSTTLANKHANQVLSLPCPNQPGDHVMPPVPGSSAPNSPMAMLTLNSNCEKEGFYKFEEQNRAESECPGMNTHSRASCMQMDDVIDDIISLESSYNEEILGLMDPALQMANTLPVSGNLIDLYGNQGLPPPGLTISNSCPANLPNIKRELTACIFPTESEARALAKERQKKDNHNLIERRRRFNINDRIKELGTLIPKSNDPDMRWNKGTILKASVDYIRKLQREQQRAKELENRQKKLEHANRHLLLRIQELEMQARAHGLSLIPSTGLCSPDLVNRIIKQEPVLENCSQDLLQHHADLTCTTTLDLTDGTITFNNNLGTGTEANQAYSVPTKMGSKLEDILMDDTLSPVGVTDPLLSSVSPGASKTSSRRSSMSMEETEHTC
TEAD-YAP block – TEAD-YAP interaction inhibition. 640,000 tested, 1.4% active. AID 1259422. inhibition, % at 9.12 µM. HEK-TIYL cells, TEAD-Gal4/YAP UAS-luciferase luminescence; in the data active = inhibition above about 32%;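 note: 0% = median of test compound wells and 100% = reference inhibitor wells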
FBW7 activator – activators of human E3 ligase FBW7; normalized activity (activation), % at 26.1 µM; 650,000 tested, 0.13% active; Q969H0; AlphaScreen FBW7–phospho-cyclin E peptide binding, activator screen; in the data active = normalized activity above about 1.9%;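 note: purified mutant Fbw7 with reduced substrate affinity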
GPR151 activ – activates the human receptor GPR151; Q8TDV0; PathHunter beta-arrestin GPR151 cells, luminescence; activation, % at 11.2 µM; 650,000 tested, 1% active; AID 1508602; in the data active = activation above about 4.9%;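 note: 0% = median of compound wells and 100% = cells with positive control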
Target sequence (Q8TDV0 whole entry, looked up): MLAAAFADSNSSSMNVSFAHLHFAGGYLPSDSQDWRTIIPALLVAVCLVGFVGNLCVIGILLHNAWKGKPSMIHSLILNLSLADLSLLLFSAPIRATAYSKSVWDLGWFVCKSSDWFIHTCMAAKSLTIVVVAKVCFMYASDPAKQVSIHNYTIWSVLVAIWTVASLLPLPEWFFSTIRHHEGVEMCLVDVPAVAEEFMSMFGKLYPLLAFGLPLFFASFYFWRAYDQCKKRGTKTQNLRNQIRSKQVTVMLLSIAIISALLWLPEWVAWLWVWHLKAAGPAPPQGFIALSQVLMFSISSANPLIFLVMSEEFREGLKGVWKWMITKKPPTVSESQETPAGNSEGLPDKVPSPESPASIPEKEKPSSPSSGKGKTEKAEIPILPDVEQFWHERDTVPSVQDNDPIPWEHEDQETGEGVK
* marks the source's active call; other numbers are inactive results.

Each structure is followed by: MITF inh | TEAD-YAP block | FBW7 activator | GPR151 activ
- CCOC(=O)c1ccc(NC(=O)C(CC)Sc2nc3ncccc3[nH]2)cc1 (stereo not drawn)
    11.7 | -7.0 | 0.3 | 0.9
- Cc1ccc(C)c(Cn2c(C)c(CNCCc3cccs3)c(C(=O)O)c2C)c1
    18.2 | 4.8 | -0.2 | -0.2
- O=C(COc1ccc(-c2ccccc2)cc1)NNC(=O)c1n[nH]c(=O)c2ccccc12
    -1.9 | 9.7 | 0.0 | -1.0
- O=C(Nc1nc(-c2ccc3c(c2)OCO3)cs1)c1ccncc1
    6.5 | 18.3 | 0.1 | -0.2
- CN(Cc1ccon1)C(=O)CCc1nnc(CCCCc2ccccc2)o1
    2.1 | 2.8 | 0.0 | 0.0
- COc1ccc(N2CCN(C(=O)c3ccc(S(=O)(=O)Cc4cccc(F)c4)c([N+](=O)[O-])c3)CC2)cc1
    13.5 | 4.1 | -0.2 | 1.6
- COc1ccc(N2CCN(C(=O)c3ccc(CNc4nc(=S)[nH]c5ccccc45)cc3)CC2)cc1
    12.4 | 12.6 | 0.2 | -0.1
- N#C/C(=C\c1ccc(Cl)cc1)C(=O)Nc1cccc2c1C(=O)NC2=O
    7.1 | 5.8 | -0.1 | 0.1
- COc1ccc(OC)c(S(=O)(=O)Oc2cccc3ccc(C)nc23)c1
    8.8 | -0.6 | 0.1 | 0.4
- CCOC(=O)c1sc2nc(CC(=O)OC)nc(Nc3cc(C)ccc3OC)c2c1C
    -5.9 | 6.9 | -0.1 | -1.5
- CN1CCN(C2Cc3ccccc3Sc3ccccc32)CC1 (stereo not drawn)
    -8.6 | -10.5 | 0.1 | -0.8
- CCN1CCN(C(c2ccccc2F)c2nnnn2CCOC)CC1 (stereo not drawn)
    6.1 | 4.3 | -0.1 | -0.4
- S=C(Nc1cccnc1)Nc1ccccc1Br
    0.8 | -1.3 | -0.1 | 0.4
- COC(=O)c1c(NC(=O)C2c3ccccc3Oc3ccccc32)sc2c1CCCCC2
    10.1 | -6.6 | -0.1 | -1.1
- COc1ccc(OC)c(C(=O)N2CCC(c3nc4ccc(C)cc4[nH]3)CC2)c1
    -13.9 | 7.5 | -0.3 | 0.3
- COc1cc2ccccc2cc1C(=O)Nc1ccc(-c2nc3cc(Cl)ccc3o2)cc1
    28.3 | 3.0 | 1.7 | 0.5
- COc1ccc(N2CCN(C(CNC(=O)C3CCCCC3)c3cccnc3)CC2)cc1 (stereo not drawn)
    5.2 | 7.3 | 0.7 | -0.5
- O=C(CCC1CCN(C(=O)c2ccoc2)CC1)Nc1ccccc1
    10.3 | -2.6 | -0.2 | 0.1
- CCCC(C)c1ccc(OCC(=O)Nc2sc3c(c2C(=O)OCC)CCC(C)C3)cc1 (stereo not drawn)
    10.3 | 4.1 | 1.3 | 0.0
- CSc1ncc(Cl)c(C(=O)Nc2ccc(S(=O)(=O)N3CCCCCC3)cc2)n1
    4.7 | 0.6 | 0.0 | -0.2
- CCOC(=O)Nc1ccc(NC(C)=O)cc1
    0.8 | 4.3 | -0.2 | 0.6
- CC1=NNC(=O)C1CCC(=O)N/N=C\c1ccccc1Br (stereo not drawn)
    -6.8 | 0.1 | 0.1 | -0.1
- CC(=O)Oc1ccc(/C=C2/C(=N)N3OC(C)=CC3=NC2=O)cc1
    -4.2 | -6.3 | -0.3 | 0.5
- Cc1ccc(-c2csc3c(=O)n(CC(=O)Nc4ccccc4Cl)cnc23)cc1
    11.1 | 1.9 | 0.0 | -0.1
- CCCCNc1nc(SCC(=O)N2CCN(c3ccccc3)CC2)nc2ccccc12
    0.8 | -5.3 | -0.2 | 1.5
- COc1ccc(N2Cc3ccc(C(=O)N/N=C\c4ccc(O)c(OC)c4)cc3C2)cc1
    5.5 | -12.8 | -0.2 | 0.6
- NNC(=S)Nc1cccc(Cl)c1
    -4.5 | -5.8 | -0.1 | 1.2
- CCCC(=O)Nc1sc(C)c(-c2ccc(OC)cc2)c1C#N
    7.0 | 3.7 | 0.0 | -0.9
- COc1ccc(OC)c(Cc2nnc(CCC(=O)NC3C4CC5CC(C4)CC3C5)o2)c1 (stereo not drawn)
    -6.8 | -5.7 | 0.1 | 0.2
- COc1cccc(Nc2sc(C(=O)c3cccc(OC)c3)c(N)c2C(N)=O)c1
    8.9 | 20.6 | 0.1 | 0.7
- COc1ccc(NC(=O)CN(c2cc(Cl)cc(Cl)c2)S(C)(=O)=O)cc1Cl
    -9.1 | -4.4 | -0.1 | 1.0
- COc1ccc(C(=O)NCc2cccc3ccccc23)cc1OC1CCN(C(C)=O)CC1
    1.0 | 10.9 | -0.1 | 1.5
- COc1ccc(NC(=O)c2nccnc2CO)cc1OC
    -3.6 | -13.9 | -0.1 | -1.9
- CN1CCN(c2nc3c(c(=O)[nH]c(=O)n3C)n2CCc2ccccc2)CC1
    16.8 | 0.8 | 0.2 | -1.2
- COc1cc2sc(C)[n+](CCCS(=O)(=O)O)c2cc1C
    -6.5 | 4.6 | 0.2 | -0.5
- COc1ccc(Cl)cc1-n1c(=O)c(C#N)cc2c(=O)n3ccccc3nc21
    4.8 | -2.8 | -0.1 | 0.1
- CCCCNC(=O)c1nn(-c2cc(OC)cc(OC)c2)c(=O)c2ccccc12
    -18.1 | -6.3 | -0.1 | 0.6
- Cc1ccc(N2C(=O)NC(NC(=O)c3ccccc3F)(C(F)(F)F)C2=O)cc1 (stereo not drawn)
    5.8 | -1.6 | 0.0 | 0.2
- CC1=C(C(=O)OCC(F)(F)F)C(c2cccc(Cl)c2)NC(=O)N1 (stereo not drawn)
    -4.4 | -27.4 | -0.1 | -0.4
- O=C1OC(c2ccccc2)=C(c2ccccc2)C(=O)C1C(=O)c1ccccc1 (stereo not drawn)
    8.7 | 8.1 | 0.0 | 2.4
- COc1ccc(OC)c(CN2CCN(Cc3cccc(C)c3)CC2)c1
    70.0* | 2.0 | -0.2 | 0.1
- CC1(C)C(=O)OC(c2ccc([N+](=O)[O-])cc2)C(C)(C)C1=O (stereo not drawn)
    8.0 | -0.6 | 0.0 | -0.1
- COc1ccc(C(=O)N(O)c2ccccc2)cc1
    7.5 | -13.4 | 0.0 | -0.6
- Cc1[nH]c(=O)[nH]c(=O)c1S(=O)(=O)Nc1ccc(Cl)cc1
    8.9 | 5.2 | 0.1 | 3.5
- COc1ccc(OC)c(/C=N/NC(=O)COc2ccc(Br)cc2)c1
    3.3 | -1.8 | 0.1 | 0.9
- CCOc1ccc(S(=O)(=O)N2CCN(S(C)(=O)=O)CC2)cc1
    -1.2 | -6.3 | 0.1 | 0.2
- COc1ccc(CN2CCC(CNc3c4c(nc5ncnn35)CCC4)CC2)cc1
    15.7 | 26.4 | 0.0 | 0.1
- COc1nc(NCCN(C(C)C)C(C)C)nc(Nc2cccnc2)n1
    5.9 | 2.8 | 0.1 | 2.2
- CC(C)CS(=O)(=O)C1=NN2C(=N)/C(=C\c3ccc(N(C)C)cc3)C(=O)N=C2S1
    11.8 | -10.3 | -0.1 | -0.4
- COCCNC(=O)Cn1c(-c2cccs2)cc2ccccc21
    4.8 | -3.1 | 0.1 | -0.9
- COc1ccc2[nH]c3c(c2c1)CCOC31CCN(C(=O)Nc2c(F)cccc2F)CC1
    16.8 | -0.9 | -0.3 | -0.4
- COc1ccc(S(=O)(=O)CCC(=O)NCc2ccccc2OC)cc1
    -5.2 | 1.5 | 0.7 | 1.7
- COc1ccc(/C(C)=N\NC(=O)CN2CCN(Cc3ccccc3)CC2)cc1
    -1.1 | 2.2 | -0.1 | 0.1
- COc1cc(NC(=O)c2nn(C)c3c2COc2ccccc2-3)cc(OC)c1OC
    -3.7 | 13.5 | 0.0 | 1.1
- Cc1oc(-c2ccccc2)cc1C(=O)N1CCN(c2ccc(Cl)cc2[N+](=O)[O-])CC1
    9.7 | 4.8 | -0.3 | 4.6
- O=C(Cn1nnc(-c2ccncc2)n1)N(C1CCCCC1)C1CCCCC1
    2.7 | -1.9 | 0.1 | -0.8
- Cc1cccn2c(=O)c(/C=C(\C#N)C(N)=O)c(Oc3ccccc3Cl)nc12
    16.3 | 2.0 | 0.8 | -1.5
- Cc1ccc(NC(=O)Cn2cc3c(n2)CCCCC3)cc1
    5.8 | -3.8 | 0.0 | -1.1
- O=C(Nc1ccccc1Br)c1c(O)c2cccc3c2n(c1=O)CC3
    -15.3 | 4.0 | 0.1 | 5.4*
- COc1ccc(CCNC(=O)c2ccc(-n3c(=S)[nH]c4ccccc4c3=O)cc2)cc1OC
    -10.0 | -8.6 | -0.1 | 0.2

Further structures
Each structure is followed by: MITF inh | TEAD-YAP block | FBW7 activator | GPR151 activ
- Cc1ccc(C2=NN(CCC(=O)NC3CCCC(C)C3C)C(=O)CC2)cc1 (stereo not drawn)
    -2.1 | 3.1 | 0.0 | 1.2
- O=C1C(Cl)=C(N2CCOCC2)C(=O)N1c1ccccc1Cl
    19.1 | 13.0 | 0.1 | -1.5
- CC1CCN(C(c2nnnn2CCc2ccccc2)C(C)C)CC1 (stereo not drawn)
    9.3 | -4.8 | 0.1 | -0.1
- C[C@H]1C(=O)N2CCN(C(=O)c3cc(Cl)cc(Cl)c3)C[C@@H]2C(=O)N1C
    10.5 | -3.1 | 0.1 | -0.7
- Cc1cccc(Cc2cnc(NC(=O)C3COc4ccccc4O3)s2)c1 (stereo not drawn)
    12.7 | -20.2 | 0.0 | 2.8
- COc1cccc(-c2ccc(SCC(N)=O)nn2)c1
    6.8 | -9.5 | 0.1 | -10.7
- COc1ccc(C2CC(c3cc(Cl)ccc3O)=NN2)cc1 (stereo not drawn)
    -6.0 | -52.3 | 0.0 | -4.1
- CCN(CC)c1ccc(/C=N/N2C(=O)c3ccccc3C2=O)c(O)c1
    -71.6 | 3.8 | 0.2 | 8.3*
- N#Cc1c(NC(=O)CCCOc2ccc(Cl)cc2Cl)sc2c1CCCC2
    1.6 | -2.5 | 0.0 | -0.2
- CN(C)C(=O)CSc1nnc(-c2ccccc2F)n1C
    -1.2 | -8.0 | 0.1 | 0.3
- Cc1c(C#N)c(=O)oc2ccccc12
    -2.0 | -0.1 | 0.3 | 0.9
- COc1cc([N+](=O)[O-])ccc1NC(=O)Nc1cc(OC)c(OC)c(OC)c1
    9.6 | 10.2 | 0.0 | -1.1
- O=C(O)c1ccc(CN2C(=O)CSC2=O)cc1
    -0.2 | -1.5 | 0.9 | 3.2
- Cc1ccc(C(=O)O)cc1NC(=O)CCN1C(=O)c2ccccc2C1=O
    10.1 | 3.1 | 0.0 | 1.7

Grouped by structure, the entries above containing a Cl atom (15)
Each structure is followed by: MITF inh | TEAD-YAP block | FBW7 activator | GPR151 activ
- N#C/C(=C\c1ccc(Cl)cc1)C(=O)Nc1cccc2c1C(=O)NC2=O
    7.1 | 5.8 | -0.1 | 0.1
- COc1cc2ccccc2cc1C(=O)Nc1ccc(-c2nc3cc(Cl)ccc3o2)cc1
    28.3 | 3.0 | 1.7 | 0.5
- CSc1ncc(Cl)c(C(=O)Nc2ccc(S(=O)(=O)N3CCCCCC3)cc2)n1
    4.7 | 0.6 | 0.0 | -0.2
- Cc1ccc(-c2csc3c(=O)n(CC(=O)Nc4ccccc4Cl)cnc23)cc1
    11.1 | 1.9 | 0.0 | -0.1
- NNC(=S)Nc1cccc(Cl)c1
    -4.5 | -5.8 | -0.1 | 1.2
- COc1ccc(NC(=O)CN(c2cc(Cl)cc(Cl)c2)S(C)(=O)=O)cc1Cl
    -9.1 | -4.4 | -0.1 | 1.0
- COc1ccc(Cl)cc1-n1c(=O)c(C#N)cc2c(=O)n3ccccc3nc21
    4.8 | -2.8 | -0.1 | 0.1
- CC1=C(C(=O)OCC(F)(F)F)C(c2cccc(Cl)c2)NC(=O)N1 (stereo not drawn)
    -4.4 | -27.4 | -0.1 | -0.4
- Cc1[nH]c(=O)[nH]c(=O)c1S(=O)(=O)Nc1ccc(Cl)cc1
    8.9 | 5.2 | 0.1 | 3.5
- Cc1oc(-c2ccccc2)cc1C(=O)N1CCN(c2ccc(Cl)cc2[N+](=O)[O-])CC1
    9.7 | 4.8 | -0.3 | 4.6
- Cc1cccn2c(=O)c(/C=C(\C#N)C(N)=O)c(Oc3ccccc3Cl)nc12
    16.3 | 2.0 | 0.8 | -1.5
- O=C1C(Cl)=C(N2CCOCC2)C(=O)N1c1ccccc1Cl
    19.1 | 13.0 | 0.1 | -1.5
- C[C@H]1C(=O)N2CCN(C(=O)c3cc(Cl)cc(Cl)c3)C[C@@H]2C(=O)N1C
    10.5 | -3.1 | 0.1 | -0.7
- COc1ccc(C2CC(c3cc(Cl)ccc3O)=NN2)cc1 (stereo not drawn)
    -6.0 | -52.3 | 0.0 | -4.1
- N#Cc1c(NC(=O)CCCOc2ccc(Cl)cc2Cl)sc2c1CCCC2
    1.6 | -2.5 | 0.0 | -0.2
